# From PubChem BioAssay
# Pol kappa inh: inhibitors of human DNA polymerase kappa | Potency, µM (doses to about 107 µM), for inactives: at the top dose activity, negative = inhibition, actives largely listed as inhibitors | 400,000 compounds, 0.53% hits | Q9UBT6 | AID 588579 | purified Pol kappa, fluorescent DNA synthesis assay, 10 min; further: potency means the concentration at half of the fitted maximal effect; on the % scale 0 is the no-effect control and ±100 the full control effect
# Target sequence (Q9UBT6 whole entry, looked up): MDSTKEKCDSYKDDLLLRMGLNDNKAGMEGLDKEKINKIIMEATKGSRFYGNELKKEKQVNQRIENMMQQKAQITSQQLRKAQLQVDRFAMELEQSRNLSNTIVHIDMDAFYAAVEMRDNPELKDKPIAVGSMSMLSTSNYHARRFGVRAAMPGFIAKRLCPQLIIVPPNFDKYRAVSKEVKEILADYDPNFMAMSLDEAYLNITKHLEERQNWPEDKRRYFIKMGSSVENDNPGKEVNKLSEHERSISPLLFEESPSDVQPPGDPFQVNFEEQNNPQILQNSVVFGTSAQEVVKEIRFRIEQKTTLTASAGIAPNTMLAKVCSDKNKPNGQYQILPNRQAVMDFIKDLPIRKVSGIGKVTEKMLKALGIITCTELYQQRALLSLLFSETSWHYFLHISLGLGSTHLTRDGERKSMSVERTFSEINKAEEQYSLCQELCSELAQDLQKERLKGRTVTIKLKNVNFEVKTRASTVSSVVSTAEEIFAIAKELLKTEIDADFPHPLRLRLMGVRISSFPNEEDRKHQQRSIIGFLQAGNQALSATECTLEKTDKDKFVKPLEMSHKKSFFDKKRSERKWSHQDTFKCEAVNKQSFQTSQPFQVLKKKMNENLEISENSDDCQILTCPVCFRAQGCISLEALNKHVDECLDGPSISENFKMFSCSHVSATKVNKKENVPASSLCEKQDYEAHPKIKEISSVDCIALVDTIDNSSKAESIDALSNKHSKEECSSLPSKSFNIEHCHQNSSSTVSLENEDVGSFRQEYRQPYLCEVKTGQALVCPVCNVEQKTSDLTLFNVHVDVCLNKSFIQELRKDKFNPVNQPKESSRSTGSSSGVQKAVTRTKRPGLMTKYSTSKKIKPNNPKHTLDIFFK
#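 Kinetic fluorescence readout at 0 and 10 min followed reaction start with substrate at 50 nM final. Beforehand, enzyme (10 nM Pol kappa) stood 15 min with compound at room temperature; buffer-only wells were negative controls.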
# LDHA block: inhibitors of human lactate dehydrogenase A. 480,000 compounds, 0.15% hits. AID 1347041. purified LDHA, NADH/diaphorase-resazurin fluorescence; active compounds read low. P00338. activity change, % (values are at about 110 or 230 µM); in the data active means activity change below about -30%; inconclusive means mostly about -25% to -30%;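 further: plate controls were DMSO wells for no effect and wells without enzyme for full effect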
#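 LDH5 2 nM; NADH 0.06 mM, pyruvate 0.2 mM; 200 mM Tris pH 7.4, EDTA, Tween-20; 5 min RT. Detection: diaphorase 0.133 mg/mL + resazurin 37 µM, fluorescence ex540/em590 at 0 and 20 min; normalized to enzyme-free and DMSO wells.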
# ALOX12 inh: inhibitors of human 12S-lipoxygenase ALOX12. AID 1671190. Potency, µM (series often up to 108 µM), without a hit: at the highest dose activity change, negative = inhibition, hits mostly inhibitors. purified 12hLO, xylenol orange hydroperoxide absorbance. P18054. 580,000 compounds, 1.1% hits; further: potency means the concentration at half of the fitted maximal effect; on the % scale 0 is the no-effect control and ±100 the full control effect
#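 Purified human 12hLO at 150 nM in 25 mM Hepes, 0.01% Triton X-100, pH 7.0, preincubated 15 min at room temperature with compound. Reaction started with 40 uM arachidonic acid, 30 min at room temperature. Hydroperoxide measured by Fe-xylenol orange, 573/405 nm absorbance ratio.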
# APE1 inh: inhibitors of human APE1 endonuclease; P27695; recombinant APE1, TAMRA/BHQ-2 abasic DNA cleavage fluorescence; Potency, µM (top dose mostly 65.8 µM), without a hit: at the top dose activity change, negative = inhibition, usual class: inhibitors; 350,000 compounds, 0.35% hits; AID 2517;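 further: potency means the concentration at half of the fitted maximal effect; plate controls were vehicle for no effect and reference inhibitor for full effect; nearly all actives have a fitted effect of over 55% in size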
#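 Readout is kinetic fluorescence (ex 525, em 598 nm) from cleavage of 50 nM TAMRA/BHQ-2 THF abasic duplex by 0.75 nM APE1, compound added 15 min beforehand at RT.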
# Pol eta inh: inhibitors of human DNA polymerase eta. Q9Y253. recombinant Pol eta, fluorescent DNA replication assay. Potency, µM (top dose mostly 114 µM), for inactives: at the highest dose activity change, negative = inhibition, actives largely listed as inhibitors. 390,000 compounds, 1.2% hits. AID 588591; further: potency means the concentration at half of the fitted maximal effect; on the % scale 0 is the no-effect control and ±100 the full control effect
#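 Pol eta at 10 nM preincubated with compounds 15 min at room temperature; reaction started with fluorescent substrate (50 nM final) and read kinetically at 0 and 10 min.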
# Apoferritin bind: binds horse apoferritin like a general anesthetic; P02791; apoferritin/1-aminoanthracene competitive binding, fluorescence; Potency, µM (doses to about 77.5 µM), for the others: top-dose activity change, negative = displacement, actives largely listed as inhibitors; 350,000 compounds, 0.074% hits; further: potency means the concentration at half of the fitted maximal effect; on the % scale 0 is the no-effect control and ±100 the full control effect; nearly all actives have a fitted effect of over 20% in size
# Target sequence (P02791 2-175 limits assumed): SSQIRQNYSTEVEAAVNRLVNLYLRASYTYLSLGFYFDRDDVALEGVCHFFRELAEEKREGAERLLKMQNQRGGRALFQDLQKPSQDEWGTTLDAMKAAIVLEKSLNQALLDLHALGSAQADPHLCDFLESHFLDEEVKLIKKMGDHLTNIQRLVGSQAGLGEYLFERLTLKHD
#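 Read-out: endpoint 1-AMA fluorescence, excitation 380 nm and emission 535 nm, after compounds sit 10 min at room temperature with 10 uM horse-spleen apoferritin in 50% saturated 1-AMA/PBS. Values come from four-parameter Hill fits.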
# RGS4 inh: blocks human RGS4-accelerated GTP hydrolysis | P49798 | Transcreener GDP fluorescence polarization, RGS4-accelerated GTP hydrolysis | Potency, µM (series often up to 114 µM), inactives show at the top dose activity change, negative = inhibition, hits mostly inhibitors | 390,000 compounds, 0.039% hits | AID 504845; further: potency means the concentration at half of the fitted maximal effect; on the % scale 0 is the no-effect control and ±100 the full control effect; nearly all actives have a fitted effect of over 75% in size; some results filed as inactive show a strong effect at the top dose
#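 MLSMR compounds (23 nl, pin-transferred) preincubated 10 min at room temperature with a 500nM (2x) first reagent, then RGS4 at 900nM (2x) plus Transcreener GDP mix added; fluorescence polarization (620/688 nm) read before and after 90 min at 30 °C.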
# Pol beta inh: DNA polymerase beta (human) inhibition; Pol beta primer extension/strand displacement, fluorescence kinetic; Potency, µM (highest dose often 114 µM), for the others: top-dose activity change, negative = inhibition, actives largely listed as inhibitors; 340,000 compounds, 1.3% hits; P06746; further: potency means the concentration at half of the fitted maximal effect; on the % scale 0 is the no-effect control and ±100 the full control effect
#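 Values derive from four-parameter Hill fits of normalized kinetic data: reads at 0 and 10 min following addition of 50 nM substrate to 10 nM Pol beta preincubated 15 min with compound.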
# ERG-DNA inh: ERG Ets/DNA interaction inhibition. P11308. fluorescence polarization, His-ERG Ets domain / labelled DNA. Potency, µM (doses to about 76.9 µM), inactives show at the highest dose FP activity, negative = inhibition, most hits filed as inhibitors. 370,000 compounds, 0.028% hits; active means well fitted inhibition curve with a large enough effect in the polarisation, with a control signal flat; inconclusive means small, poorly fitted or top-dose-only effect, or effect the other way, or a change in a side signal; inactive means no such curve, though single readings can be large or run the other way; the % refers to the polarisation;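 further: polarization taken with two DNA probes labelled with fluorescein and Texas red; potency means the concentration at half of the fitted maximal effect; % of control where 0% means no effect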
#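 His-tagged ERG Ets domain (1 uM in the protein solution; 300mM KCl, 50mM Tris-HCl, 1mM EDTA, 1mM DTT, pH 7.5) received compound, then a probe mix of 5 nM fluorescein-DNA and 100nM Texas-615-DNA. Fluorescence polarization was read for both dyes.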
# Active calls of the source: *; u = inconclusive; x = not tested or not shown; & = joins results of further samples; [ ] = dose if it differs, or a comment. Unless noted, the call rests on the fitted dose curve; in most records, active means well fitted curve in the direction sought with a large enough effect; inconclusive means small, poorly fitted or top-dose-only effect, or another doubt; inactive means no such curve, though single readings can be large; an effect the other way counts as inactive or inconclusive. The list is partial; the hit share may differ from the screen's.
# The line under a structure holds: Pol kappa inh	LDHA block	ALOX12 inh	APE1 inh	Pol eta inh	Apoferritin bind	RGS4 inh	Pol beta inh	ERG-DNA inh
COc1cc(-n2c(=O)c3ccccc3n(Cc3ccccc3)c2=O)cc(OC)c1OC
    -2%	0	-24%	-7%	-15%	-4%	-18%	4%	-11%
CCCCn1c(SCC(=O)N(C)C)nnc1-c1ccncc1
    0%	1	3%	-5%	-11%	-1%	-15%	9%	-1%
CCCCN1C(=O)C(=O)NC[C@@H]1C(C)O (stereo not given in full)
    -15%	-12	-21%	u	-16%	8%	3%	-5%	-3%
COc1cc(NC(=S)NC(=O)c2cccs2)ccc1NC(=O)C(C)C
    -1%	-3	7.1µM*	-8%	-8%	-21%	-5%	-26%	2%
Cc1ccc(-n2ncc3c(=O)n(CC#N)cnc32)cc1
    3%	-6	5%	3%	-1%	-3%	2%	3%	1%
Nc1nonc1-n1nnc(C(=O)N/N=C/c2cc(Br)ccc2O)c1CNc1ccccc1
    -12%	-5	-19%	17%	-3%	-12%	23%	26%	8%
CC(C)n1nccc1N(Cc1ccc(C#N)cc1)S(=O)(=O)c1ccccc1
    0%	-4	-11%	0%	-24%	-3%	14%	4%	0%
O=S(=O)(c1ccc2nc(Nc3ccc(Br)cc3F)ccc2c1)N1CCCC1
    4%	-9	-16%	x	-8%	97%	-11%	-1%	4%
Cc1cccc(NC(=O)CSc2ccc3nnc(-c4cccnc4)n3n2)c1
    0%	-4	55%[activator]	29%	-14%	-9%	-22%	40%	-4%
Cc1cc(NC(=O)CCC(=O)N(Cc2ccco2)C(C(=O)NC2CCCC2)c2ccccc2C)no1 (stereo not given)
    2%	-10	-4%	16%	-15%	-3%	-7%	-12%	3%
O=C(NC1CCN(Cc2ccccc2)CC1)c1ccccc1
    -18%	-6	0%	7%	-5%	-2%	-8%	2%	-2%
CC(=O)c1ccc(NC(=O)c2cn3c4c(ccc(Cl)c4c2=O)OC(C)C3)cc1 (stereo not given)
    -9%	6	-16%	x	-17%	-8%	-2%	-1%	-9%
COc1cccc(/C=C/C(=O)OCC(=O)Nc2cc(S(=O)(=O)N3CCOCC3)ccc2C)c1
    -18%	-9	2%	-3%	-21%	-19%	-26%	-8%	0%
CCN1CCN(C(=O)CCc2nc3ccccc3n2-c2ccccc2)CC1
    2%	-7	3%	5%	-15%	-3%	8%	33%	1%
CC1Nc2ccccc2C(=O)N1NS(C)(=O)=O (stereo not given)
    -1%	2	0%	u	-15%	73%[activator]	-27%	4%	-7%
COc1ccc(C(=O)NC(C)c2cc(OC)c(OC)cc2Br)cc1 (stereo not given)
    -8%	-3	12%	-3%	-5%	-8%	6%	24%	0%
CCN1C(=O)C2C(C1=O)N1C(c3cccs3)C3C(=O)N(CC)C(=O)C3N1C2c1cccs1 (stereo not given)
    -1%	-3	0%	-2%	-17%	-4%	8%	1%	7%
CS(=O)(=O)N1CCc2cc(C(=O)N3CCN(c4ccc(F)cc4)CC3)ccc21
    -6%&-18%	-3&1	-1%&-5%	26%	-25%&-18%	-2%&-7%	13%&5%	21%&-1%	-3%&0%
O=C(NC1CCCN(Cc2ccc(Cl)cc2)C1)c1c(F)ccc(F)c1F (stereo not given)
    7%	0	u	4%	-14%	1%	-40%	25%	-2%
O=C(NCCN1CCOCC1)c1ccc(S(=O)(=O)Nc2ccccc2)cc1
    -12%	-7	-21%	21%	-13%	x	-17%	x	-4%
CC(=O)c1ccc(NC(=O)CN2CCN(c3ncccn3)CC2)cc1
    4%	-14	u	-4%	-7%	-13%	4%[56.9 µM]	0%	0%
CN(C)CCN(C(=O)C1CCN(S(=O)(=O)c2cccs2)CC1)c1nc2ccccc2s1
    4%	-3	u	-18%	-5%	x	8%	x	-11%
Cn1c(N/N=C/c2cccs2)cc(=O)n(C)c1=O
    4%	11	-11%	5%	4%	-9%	1%	13%	-2%
Cc1[nH]nc2c1C(c1ccoc1)C(C#N)=C(N)O2 (stereo not given)
    -10%	8	0%	-1%	-19%	-7%	-6%	-14%	2%
Cc1ccc(-c2nnn(CC(=O)Nc3ccccc3N3CCOCC3)n2)cc1
    -22%	-3	1%	1%	-4%	-19%	6%	2%	3%
COc1cc(N=Nc2ccc3ccccc3c2)ccc1O
    -22%	1	0%	15%	-26%	u	16%	-5%	-4%
CCOC(=O)C1=C(N)Oc2c(oc(CO)cc2=O)C1c1ccc(Cl)cc1 (stereo not given)
    4%	7	-12%	0%	-25%	2%	-31%	-1%	2%
COc1ccc(/C=N/NC(=O)c2nnn(-c3nonc3N)c2-c2cccs2)cc1OC
    -25%	-11	2%	-14%	-4%	218%[activator]	-18%	2%	-2%
COc1cccc(/C=N/n2nnc3c(cnn3-c3ccccc3)c2=O)c1
    -2%	-2	17%	-7%	4%	-12%	25%	51%	-1%
N#CCC1c2ccccc2CCN1C(=O)Nc1cccc(Cl)c1 (stereo not given)
    0%	-3	3%	-2%	-1%	-10%	-13%	2%	6%
CCn1nc(C(=O)NCc2nnc3ccccn23)c2ccccc2c1=O
    1%	-4	15%	29%	-12%	x	-13%	x	-7%
C=C1O[C@@](CO)(n2cnc3c(N)ncnc32)[C@H](O)[C@@H]1O
    -9%[12 µM]	x	-11%[176 µM]	9%&2%	x	2%&4%	x	x	x
CC(=O)NC(CC(=O)Nc1cccc(S(=O)(=O)N2CCCCC2)c1)c1ccccc1 (stereo not given)
    -1%	1	0%	-1%	-17%	u	-1%	4%	0%
COc1ccc(CN2CCCN(CC(=O)Nc3ccc(Br)cc3F)S2(=O)=O)cc1
    -9%[60.1 µM]	-2	u	x	-24%	65%[activator]	5%	-3%	-2%
CC(=O)c1c(C)n(C)c2ccc(O)cc12
    0%	2	0%	1%	-5%	-5%	-17%	25%	-9%
CCCNC(=O)c1ccccc1NC(=O)c1ccccc1N(C)S(=O)(=O)c1ccccc1
    -5%	-3	2%	11%	-6%	-9%	-12%	2%[57.1 µM]	x
CCN1CCN(S(=O)(=O)c2ccc(Cl)c(C(=O)Nc3ccc(OC(F)F)cc3)c2)CC1
    4%	5	-19%	-8%	-22%	-6%	-6%	34%	9%
COc1cccc(NC(=O)Nc2ccc3c(c2)N(C)C(=O)CS3)c1
    -14%	-3	0%	-4%	-5%	-13%	-22%	-23%	0%
COc1ccc(OCCSc2nnc(-c3cccnc3)n2N)cc1
    2%	-3	0%	u	-10%	4%	0%	-2%	-5%
Cc1ccc(NC(=O)C2CCCN2S(=O)(=O)c2ccc3c(c2)CCC(=O)N3)cc1Cl (stereo not given)
    -18%	-2	406%[activator]	-6%	-11%	-15%	3%	-5%	2%
CCN(CC)CCNC(=O)C1(O)c2cc(Br)ccc2NC(=O)N1c1cccc(OC)c1 (stereo not given)
    -2%	-3	36%[activator]	7%	-2%	3%	6%	44%	-6%
CCOc1cc(C(=O)N2CCC(c3ccncc3)CC2)cc(OCC)c1OCC
    -9%[60.1 µM]	-7	-3%	x	-16%	1%	29%	-16%	-8%
COc1cccc(NS(=O)(=O)c2ccc3c(c2)CCCN3C(C)=O)c1
    -6%	-1	12%	3%	5%	-8%	-10%	79µM*	x
CC(=O)N1c2c(cc(Br)cc2S(=O)(=O)Nc2ccc(OC(F)(F)F)cc2)CC1C (stereo not given)
    -17%	0	-26%	x	-18%	-11%	14%	31%	-1%
COc1cccc(/C=N/NC(=O)CC(=O)NCCc2ccc(OC)c(OC)c2)c1
    -5%	-3	0%	-3%	-1%	-2%	-25%	-26%	x
CN(C(=O)CSc1nc(C2CC2)nc2ccccc12)c1nc(-c2ccccc2)cs1
    -8%	-16	-22%	-5%	-7%	-15%	16%	34%[activator]	-1%
CCc1ccc(NC(=S)N2CCC(NC(=O)c3ccccc3)CC2)cc1
    -4%	-3	-25%	-1%	-15%	-14%	-2%	u	3%
O=C(CSc1ccccc1Cl)NC1CCCc2ccccc21 (stereo not given)
    -14%	-10	u	-11%	-7%	7%	-5%	13µM*	7%
COc1ccc(-n2nc(C(=O)NCCCN3CCOCC3)c3ccccc3c2=O)c(OC)c1
    3%	0	-5%	11%	u	-8%	3%[11.4 µM]	1%	-9%
CC(C)(C)OC(=O)N1CCC(C(=O)Nc2ccc3c(c2)CCC3)CC1
    -11%	2	0%	6%	-9%	x	15%	x	20%

# Other structures:
# The line under a structure holds: Pol kappa inh	LDHA block	ALOX12 inh	APE1 inh	Pol eta inh	Apoferritin bind	RGS4 inh	Pol beta inh	ERG-DNA inh
COc1ccccc1/C=C1\SC(=S)N(CCC(=O)Nc2cccc(O)c2)C1=O
    -5%	-3	-11%	31%	-12%	-21%	5%	-7%	12%
CCCCC1=CC2=C(c3ccco3)C(=O)C(C)(OC(=O)c3ccc(OC)cc3)C(=O)C2=CN1CCCOC(C)C (stereo not given)
    -11%	1	u	0%[12.4 µM]	-3%	-7%	u	-21%	0%
CCc1nnc(NC(=O)C2CCCO2)s1 (stereo not given)
    -2%	-4	-7%	1%	-1%	-3%	-3%	-20%	7%
C/C(=N\NC(=O)c1ccccc1OCc1ccc(F)cc1)c1ccccn1
    -8%	-12	212%[activator]	-3%	-17%	x	16%	x	1%
